# Screening results from PubChem BioAssay.
# NCOA1 inh: SRC1 coactivator transcriptional activity inhibitors, primary screen, cell-based, luminescence. Nuclear receptor coactivator 1 (Homo sapiens), Q15788. HEK293 GAL4-SRC1 luciferase reporter. inhibition, % at 3.6 µM. 0.12% of 360,000 active. AID 588354, 2011;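 active means inhibition above the campaign mean plus 3 SD, with each screening campaign given its own cutoff, cut at about 60% in these data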;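 further: 0% = DMSO treated cells and 100% = gossypol at 36 µM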
# EBV LMP1 NFkB: EBV LMP1-driven NF-kappaB luciferase reporter inhibitors, primary screen, cell-based, luminescence, single point | LMP1-induced NF-kappaB luciferase reporter cells | inhibition, % at 12.5 µM | 0.69% of 350,000 active | AID 504558, 2011; in the data active means inhibition above about 41%;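 further: 0% = neutral control wells and 100% = reference inhibitor control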
# NCOA2 inhibitor: inhibition of GAL4-SRC2 driven luciferase reporter, primary screen, SRC2 inhibitor project, cell-based, luminescence. Nuclear receptor coactivator 2 (Homo sapiens), Q15596. HEK293 GAL4-SRC2 luciferase reporter. inhibition, % at 9 µM. 0.17% of 370,000 active;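 active means inhibition above the mean inhibition of all tested compounds plus 3 SD, set per campaign, cut at about 52% in these data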;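 further: 0% = DMSO treated cells and 100% = cells given Gossypol at 36 µM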
# NR2F2 inh: NR2F2 transcriptional activity inhibitors, primary screen, cell-based, luciferase reporter, HEK293T, luminescence | inhibition, % at 8.6 µM | 0.7% of 370,000 active | HEK293T NGFI-A luciferase reporter;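 active means inhibition above a per-plate cutoff, mean inhibition of test wells between control levels plus 3 SD, cut at about 38% in these data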;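 further: cells cotransfected with COUP-TFII expression vector driving the NGFI-A reporter; 0% = median of COUP-TF2 test wells and 100% = reporter-only cells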
# Target sequence (P24468 whole entry, looked up): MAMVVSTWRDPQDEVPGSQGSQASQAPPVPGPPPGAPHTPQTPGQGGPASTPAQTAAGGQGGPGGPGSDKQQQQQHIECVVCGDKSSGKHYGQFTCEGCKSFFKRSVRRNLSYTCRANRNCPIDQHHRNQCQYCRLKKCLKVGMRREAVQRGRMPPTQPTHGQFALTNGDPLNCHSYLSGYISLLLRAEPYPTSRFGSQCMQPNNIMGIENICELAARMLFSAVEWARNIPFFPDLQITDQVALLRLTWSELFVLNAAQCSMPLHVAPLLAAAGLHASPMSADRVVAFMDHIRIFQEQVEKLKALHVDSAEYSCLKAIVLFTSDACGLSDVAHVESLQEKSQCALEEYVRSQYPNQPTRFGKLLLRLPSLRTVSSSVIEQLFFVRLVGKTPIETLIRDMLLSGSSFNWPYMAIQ
# C8 TRAIL sens: viability loss with TRAIL in NB7+C8 cells, primary screen, TRAIL sensitizer project, cell-based, ATPlite luminescence; AID 624354, 2012; 1% of 360,000 active; inhibition (viability loss, TRAIL sensitization), % at 10 µM;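 active means compounds causing at least 50% loss of cell viability in the single-dose screen, relative to plate controls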
# TROY signal inh: inhibitors of TROY-driven NF-kB signaling, primary screen, Q293 LMP1-TROYcd cells, NF-kB luciferase, uHTS; 0.98% of 360,000 active; inhibition, % at 10 µM; Q293 LMP1-TROYcd NF-kB luciferase reporter, 4 h;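 active means compounds whose plate-normalised and pattern-corrected inhibition of the luciferase reporter signal at the single screening dose is 50% or more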
# NR5A2 inv ag: LRH-1 (NR5A2) inverse agonists, primary screen, cell-based, luminescence, HEK293T, StAR-luciferase reporter | LRH-1 transfected, 24 h | inhibition, % at 3.6 µM | 0.13% of 360,000 active | AID 602396, 2012;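 active means inhibition above the mean inhibition of all tested compounds plus 3 SD, cut at about 73% in these data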;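 further: 0% = DMSO wells and 100% = reporter-only cells lacking LRH-1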
# Target sequence (O00482 whole entry, looked up): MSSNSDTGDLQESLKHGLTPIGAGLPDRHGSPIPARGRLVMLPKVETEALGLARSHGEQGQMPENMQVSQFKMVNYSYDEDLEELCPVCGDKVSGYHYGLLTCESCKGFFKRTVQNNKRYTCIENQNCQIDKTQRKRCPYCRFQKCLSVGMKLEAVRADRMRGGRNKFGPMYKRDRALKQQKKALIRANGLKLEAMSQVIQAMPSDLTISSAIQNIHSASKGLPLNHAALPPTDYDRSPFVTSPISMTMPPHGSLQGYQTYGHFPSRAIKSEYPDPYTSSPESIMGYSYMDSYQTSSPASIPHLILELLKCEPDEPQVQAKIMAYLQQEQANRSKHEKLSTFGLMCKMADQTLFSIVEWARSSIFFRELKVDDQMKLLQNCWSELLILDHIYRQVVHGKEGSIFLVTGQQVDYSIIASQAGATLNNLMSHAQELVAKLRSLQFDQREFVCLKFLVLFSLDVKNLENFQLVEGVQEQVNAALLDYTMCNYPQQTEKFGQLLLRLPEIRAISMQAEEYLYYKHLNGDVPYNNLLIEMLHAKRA
# TLR9-MyD88 block: inhibitors of TLR9-MyD88 association in cells, primary screen, cell-based, CHO, BLA complementation, fluorescence. CCF4 FRET ratio. inhibition, % at 4.98 µM. 0.21% of 340,000 active. AID 504734, 2011;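 active means inhibition above the mean over all tested compounds plus 3 SD, cut at about 21% in these data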;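 further: 0% = DMSO only wells and 100% = clavulanate BLA inhibitor control wells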
# SRC3 inh: SRC3 coactivator transcriptional activity inhibitors, primary screen, cell-based, luminescence. HEK293 GAL4-SRC3 luciferase reporter. 0.17% of 360,000 active. Nuclear receptor coactivator 3 (Homo sapiens), Q9Y6Q9. inhibition, % at 3.6 µM;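 active means inhibition above a per-campaign cutoff, the mean of all compounds plus 3 SD, cut at about 60% in these data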;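 further: 0% = DMSO-treated cells and 100% = gossypol-treated cells at 36 µM; higher means less SRC3-driven luciferase light from the GAL4 reporter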
# Vif inh: HIV Vif self-association inhibitors, primary screen, imaging, HEK293T, single point; HEK293T cells, Vif self-association by quenched fluorescence, 24 h; AID 602346, 2012; 0.35% of 340,000 active; inhibition, % at 7.49 µM; in the data active means inhibition above about 50%, passing the limit was not always enough; further: some results filed as inactive read as strong as hits
# NOD2-RIPK2 inh: NOD2-RIPK2 binding disruptors in cells, primary screen, fluorescence, CHO cells, BLA complementation; CCF4 ratio; inhibition, % at 4.98 µM; 0.38% of 360,000 active; AID 624267, 2012; in the data active means inhibition above about 21%;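 further: 0% = vehicle only and 100% = reference blocker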
# * hit, by the source's call; x = not tested or not shown. Some of the compounds tested. The share of hits here may be higher or lower than overall.
SMILES,NCOA1 inh,EBV LMP1 NFkB,NCOA2 inhibitor,NR2F2 inh,C8 TRAIL sens,TROY signal inh,NR5A2 inv ag,TLR9-MyD88 block,SRC3 inh,Vif inh,NOD2-RIPK2 inh
O=C(O)C1C2C=CC(C2)C1C(=O)NCCc1ccccc1 (stereo not drawn),-23,3,-53,-21,-6,-17,-27,-2,-39,15,-53
COc1ccccc1N/C(=N/S(=O)(=O)c1ccc(C)cc1)c1ccc(Cl)cc1,-5,-9,6,-5,-8,-4,19,-3,10,x,3
Cc1cccc(C)c1NC(=O)Cn1cnc2c(=O)n(C)c(=O)n(C)c21,-3,4,3,1,-7,0,1,-2,12,10,2
O=C(Nc1cccc(-n2cnnn2)c1)C1CCCN(C(=O)Cc2cccc(Cl)c2)C1 (stereo not drawn),-29,-19,-5,-8,-14,-31,-3,-2,-46,-1,4
CCC(C)n1c(SCC(=O)NC2CCS(=O)(=O)C2)nc2ccccc2c1=O (stereo not drawn),-9,-4,-16,-13,6,-9,20,4,8,3,-5
Clc1ccc(C[n+]2cc(-c3ccccc3)n3c2CCC3)cc1,8,7,-21,-6,10,-9,8,-4,11,-13,-2
CC(=O)Nc1ccc(S(=O)(=O)Nc2cccc3[nH]ncc23)cc1,8,2,5,-5,2,5,-1,-3,20,2,-8
COc1ccc(OC)c(N(CC(=O)Nc2cccc(C(F)(F)F)c2)S(C)(=O)=O)c1,0,-3,-3,-9,-2,13,3,-3,7,-11,0
CC(C)(C)c1csc(N(CCC#N)CCC#N)n1,8,2,-2,9,-1,-1,-23,5,-8,-3,-14
O=C1C(F)=CC(COC(c2ccccc2)(c2ccccc2)c2ccccc2)OC1n1cc(F)c(=O)[nH]c1=O (stereo not drawn),26,-3,28,16,89*,46,12,-3,48,-11,30*
CCOc1ccc(-n2cnnn2)cc1S(=O)(=O)NCc1ccccc1,-16,-13,7,-1,9,1,1,-15,15,-2,0
O=C(/C=C/c1ccccc1Cl)Nc1cccnc1,-94,-16,-69,-48,49,-41,-143,6,-78,5,-1
CC(NC(=O)C(=O)NN=C1CCCCCC1)c1ccccc1 (stereo not drawn),0,0,-12,8,-1,8,-1,5,1,-7,-1
COc1ccc(-n2cnc(N)c2C(=O)c2cccc([N+](=O)[O-])c2)cc1,25,15,23,30,-27,14,-6,-5,32,5,-12
COc1ccc(N2CC(C(=O)Nc3nnc(SCc4cccnc4)s3)CC2=O)cc1 (stereo not drawn),-9,0,-8,6,-4,-11,14,10,-3,2,-2
CNC(=S)NC1(C)CCS(=O)(=O)C1 (stereo not drawn),-9,-4,-16,-9,-6,-45,-1,x,14,-7,-14
CCOc1ccc(Br)cc1C(=S)N1CCCC1,1,1,14,-5,1,-6,15,1,-5,-3,-8
CC(Sc1cccc[n+]1[O-])C(=O)Nc1cc(Cl)c(Cl)cc1Cl (stereo not drawn),0,2,3,8,-12,-2,20,-11,-16,20,-6
Cc1cccc(-n2ncc3c2CCCC3NC(=O)C2CCOCC2)c1C (stereo not drawn),4,10,21,33,10,27,-3,1,-1,-3,-12
CN(C(=O)C1CCCCC1)C1(C)CCS(=O)(=O)C1 (stereo not drawn),-13,0,9,10,-7,-8,-15,-7,-27,x,2
O=C1CC(C(=O)Nc2ncccn2)C(c2ccccc2)O1 (stereo not drawn),2,-8,2,-4,3,0,-5,-6,-6,-4,9
CCOc1ccccc1C(=O)NC1CC2CCCC(C1)N2C1CC1 (stereo not drawn),-5,24,14,4,-14,-11,-2,5,7,-2,3
COc1ccc(CC(=O)N2CC(C)CC(C)C2)cc1OC (stereo not drawn),0,0,-11,10,-3,12,-28,-6,-14,2,-5
CC(=O)c1cccc(NC(=O)N2C3CCC2CC(NC(=O)Nc2ccccc2)C3)c1 (stereo not drawn),-11,-3,4,7,-2,-24,-13,-3,2,-4,-6
CC(C)NS(=O)(=O)c1ccc(OCC(=O)NCCC2=CCCCC2)cc1,-6,4,-1,9,-12,-22,-15,3,3,4,5
CCS(=O)(=O)N1CCC(NC(C)=O)(c2ccccc2)CC1,6,-9,12,3,-5,-8,13,-2,27,6,-7
O=C(NC(=S)NNC(=O)c1ccccc1O)c1cccnc1,-17,7,-21,4,18,-52,-15,2,4,4,-4
CC(OC(=O)CC1CCCC1)C(=O)Nc1ccc(Cl)cn1 (stereo not drawn),7,2,6,-19,9,5,19,-2,8,3,3
O=C(O)COc1ccccc1/C=N/NC(=O)COc1ccc(-c2ccccc2)cc1,0,2,4,-30,-7,-6,8,1,2,-15,9
CCOc1ccc(Cc2nnc(SCC(=O)c3ccc(OC)cc3)o2)cc1,-2,-5,13,6,6,35,14,-7,-21,-8,5
CCN(CC)S(=O)(=O)c1ccc(OC)c(NC(=O)c2ccc(-n3cncn3)c([N+](=O)[O-])c2)c1,-3,-5,-11,-21,-3,9,-23,-1,-9,0,1
CC(=O)Nc1ccc(S(=O)(=O)Nc2nc3ccccc3nc2Nc2cccc(S(N)(=O)=O)c2)cc1,0,-6,15,10,0,-10,-2,-6,7,8,-7
CCOC(=O)c1nnn(-c2nonc2N)c1-c1ccc(Cl)cc1,-5,-9,-38,3,2,1,15,7,2,3,-3
CC(Sc1nnc2ccccn12)C(=O)NCc1ccc2c(c1)OCO2 (stereo not drawn),-14,4,11,-15,1,-11,20,-6,12,-6,6
COc1ccc(-n2c(C)c([N+](=O)[O-])c3ccc(O)c(CN4CCCCC4)c32)cc1,54,5,49,34,5,40,2,2,58,-4,-5
CCOC(=O)N1CCN(C(=O)c2c(-c3ccccc3Cl)noc2C)CC1,-13,-4,3,-21,9,5,-1,5,6,-6,3
CC(C)(C)NC(=O)CN(C(=O)CCN1CCCc2ccccc21)C(C)(C)C,-12,-9,-50,-9,-7,-35,15,-2,-3,-3,-1
Cc1c(Br)c([N+](=O)[O-])nn1CC(=O)Nc1sc2c(c1C(=O)OC(C)C)CCCC2,4,2,-24,3,3,5,-8,3,0,5,4
Cc1nnc(-c2cnn(C)c2N)n1Cc1ccccc1,5,-12,-8,7,0,-2,2,5,-4,7,-2
COC(=O)c1cc(=O)n(C2CC2)c(=NC2CC2)s1,8,10,22,5,-7,3,20,0,-3,x,1
CC(=O)NC(C)c1nc2ccccc2n1C(C)C (stereo not drawn),4,1,-1,1,1,1,17,6,-7,0,2
CC1(C(=O)Nc2cccc(OC(F)(F)F)c2)Cc2c(-c3ccc(C(N)=O)cc3)ccnc2O1 (stereo not drawn),8,x,26,-11,11,11,-27,x,-3,x,3
CNC[C@H]1Oc2c(NC(=O)c3ccc(-c4nccs4)cc3)cccc2C(=O)N([C@@H](C)CO)C[C@@H]1C,-2,-6,-6,8,-14,-9,-10,3,13,x,-2
Cn1ccc(C(=O)Oc2ccc(C(=O)Nc3ccc(F)cc3F)cc2)n1,-28,-14,-22,-9,36,-12,-26,-4,6,12,-3
CN(C)c1ccc(/C=C(/C#N)C(=O)NCc2ccccc2)o1,-78,-13,-13,-22,-8,-38,-66,-5,-82,x,-10
CCC(CO)Oc1cc(NC(=O)Cc2ccccc2)c2ncn(C(C)C)c2c1 (stereo not drawn),-19,-4,6,11,-5,4,-15,-1,3,-2,1
CCN(CC)S(=O)(=O)c1ccc(N2CCCC2)c(NC(=O)CSCc2c(C)noc2C)c1,-6,1,-10,-4,1,2,12,2,-11,x,1
COc1cc(/C=N/Nc2nnc3c(n2)[nH]c2ccccc23)ccc1O,-64,1,-38,-27,-3,-53,-64,0,-55,2,3
COc1ccc(-c2cc(-c3ccccc3)no2)cc1,-127,-22,-11,-23,59*,18,-139,-10,-120,-7,-19
N#Cc1ccc(S(=O)(=O)N2CCC(C(=O)Nc3cccc(C(=O)NC4CC4)c3)CC2)cc1,-17,4,3,9,5,7,-10,5,2,16,-17
Cc1ccccc1NC(=O)Cn1c(O)c(N=NC(=O)c2ccccc2O)c2ccccc21,-15,-1,-1,0,27,2,10,-14,-4,0,0
O=C(O)C12C[C@H]3C[C@@H](C1)CC(n1ncc(N4CCN(c5ccccc5)CC4)c(Cl)c1=O)(C3)C2,-2,-8,-10,-2,-2,14,-5,0,13,3,1
COc1ccc(-c2nnc(N(C)C(=O)C3CCOC3)s2)cc1 (stereo not drawn),-58,-2,-51,-13,13,-23,-59,-2,-44,-38,-1
CCn1cc(CN2CCN(Cc3ccc(C)o3)C(CCO)C2)c2ccccc21 (stereo not drawn),-6,-3,-4,25,-1,-5,7,-5,10,-5,-5
Cc1ccc(NC(=O)c2ccc3c(c2)OCO3)cc1Cl,-99,-71,-30,-40,23,-44,-189,3,-113,-9,1
CCN1CC2=C(OC(N)=C(C#N)C2c2cccs2)/C(=C\c2cccs2)C1 (stereo not drawn),0,-13,-18,18,10,-1,22,-2,15,7,15
CCNC(=O)NC(=O)COC(=O)CCCSc1nc2ccccc2s1,-19,1,46,37,5,26,-5,-8,2,-3,-4
c1ccc(C2[C@H]3CN(Cc4cccnc4)[C@H](c4ccccc4)C34CC2(c2ccccc2)C4)cc1 (stereo partly drawn),-6,-21,-17,10,24,-9,-3,-6,-2,6,-12
O=C(CCc1ccccc1)NNC(=O)COc1ccccc1,-19,-4,-6,15,-13,6,5,9,13,3,-2
O=C(c1cccs1)N1CCC2(O)CCCCC2C1c1ccc(F)cc1 (stereo not drawn),-2,4,-22,0,-4,-5,-11,-8,7,-4,-19
CC(C)OCC1CO1 (stereo not drawn),-5,-4,-5,-23,-1,-6,10,3,0,10,-7
Cc1ccccc1Nc1cc(C)c2c(O)cccc2n1,-5,5,-3,-8,0,-31,5,7,0,x,-9
COc1ccccc1/C=C/C(=O)c1ccc(NC(C)=O)cc1,2,-3,26,-33,12,-40,-43,7,20,5,-5

# Compound profiles, as listed above.
# `Cc1ccc(NC(=O)c2ccc3c(c2)OCO3)cc1Cl` as listed: NCOA1 inh = -99; EBV LMP1 NFkB = -71; NCOA2 inhibitor = -30; NR2F2 inh = -40; C8 TRAIL sens = 23; TROY signal inh = -44; NR5A2 inv ag = -189; TLR9-MyD88 block = 3; SRC3 inh = -113; Vif inh = -9; NOD2-RIPK2 inh = 1
# `CCC(CO)Oc1cc(NC(=O)Cc2ccccc2)c2ncn(C(C)C)c2c1` (stereo not drawn) as listed: NCOA1 inh = -19; EBV LMP1 NFkB = -4; NCOA2 inhibitor = 6; NR2F2 inh = 11; C8 TRAIL sens = -5; TROY signal inh = 4; NR5A2 inv ag = -15; TLR9-MyD88 block = -1; SRC3 inh = 3; Vif inh = -2; NOD2-RIPK2 inh = 1
